Source: PubChem
RORa activator – activates the human nuclear receptor RORA; 65,000 tested, 1.5% active; AID 560; CHO-K1 Gal4-RORA LBD luciferase reporter, luminescence; percent increase over mock-subtracted basal signal; P35398; activation, % at 10 µM;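 active = activation above the mean of all tested compounds plus 3 SD, cut at about 49% in these data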;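 also: 0% = DMSO-treated RORA cells and 100% = added signal equal to DMSO minus mock-transfected cells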
Target sequence (P35398 whole entry, looked up, the tested form may be a part): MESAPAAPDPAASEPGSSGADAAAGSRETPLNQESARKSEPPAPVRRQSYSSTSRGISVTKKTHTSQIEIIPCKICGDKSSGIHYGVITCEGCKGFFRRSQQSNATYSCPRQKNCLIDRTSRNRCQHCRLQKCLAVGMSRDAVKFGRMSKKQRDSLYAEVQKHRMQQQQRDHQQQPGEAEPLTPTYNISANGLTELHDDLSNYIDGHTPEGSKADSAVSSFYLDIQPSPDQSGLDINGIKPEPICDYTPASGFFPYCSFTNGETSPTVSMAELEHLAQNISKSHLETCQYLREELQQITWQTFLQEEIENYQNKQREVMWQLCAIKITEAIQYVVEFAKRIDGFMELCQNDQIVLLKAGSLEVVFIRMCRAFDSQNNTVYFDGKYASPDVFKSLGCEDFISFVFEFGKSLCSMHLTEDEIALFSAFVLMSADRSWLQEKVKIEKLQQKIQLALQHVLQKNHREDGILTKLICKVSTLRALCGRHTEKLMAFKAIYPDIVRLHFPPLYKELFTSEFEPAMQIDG
Ec RNAP inh – Escherichia coli RNA polymerase inhibition; AID 559; P0A8V2; E. coli RNA polymerase, fluorescence transcription assay; inhibition, %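 (tested at 10 µM)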; 62,000 tested, 0.2% active; in the data active = inhibition above about 20%;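 also: 0% = enzyme without compound and 100% = no enzyme blank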
CatB mixtures – inhibitors of human cathepsin B in compound mixtures; P07858; Purified cathepsin B, AMC dipeptide fluorescence; inhibition, %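 (ten-compound pools at 5 µM per compound and 50 µM total)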; 62,000 tested, 0.06% active; in the data active = inhibition above about 22%, passing the limit was not always enough; inconclusive = no clear call, values can overlap the other calls;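 also: 0% = enzyme without compound and 100% = no enzyme blank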
CatS inh – human cathepsin S inhibition. P25774. recombinant cathepsin S, AMC dipeptide fluorescence, pooled mixtures. inhibition, %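 (tested at 5 µM per compound within 10-compound mixtures)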. 62,000 tested, 0.06% active; in the data active = inhibition above about 32%, passing the limit was not always enough; inconclusive = no clear call, values can overlap the other calls;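 also: 0% = enzyme without compound and 100% = blank without enzyme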
AP ELISA ortho – alternative pathway complement inhibition, orthogonal assay | Human serum alternative complement pathway, LPS-coated ELISA, C3 deposition; tested in compound mixtures | 62,000 tested, 0.08% active | inhibition, % at 5 µM | AID 1235;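 active = inhibition above 30% in each of the two pooled mixtures holding the compound, so the lower value exceeds 30%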;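 also: 0% = serum in Mg-EGTA without compound and 100% = EDTA serum blank; some compounds past the cut are filed as inactive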
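Assay system: Human serum alternative complement pathway, C3 deposition on LPS-coated wells | Incubation: 1 h serum-compound exposure at 37 °C | Doses: 5 µM per compound in ten-compound mixtures | Read-out: Percent inhibition | Technique: ELISA with HRP anti-human C3 antibody, TMB substrate, absorbance 450 nm | Replication: Two pool placements per compound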
JNK3 blocker – JNK3 (human) kinase inhibition. inhibition, % at 8 µM. P53779. 60,000 tested, 0.61% active. purified JNK3 kinase activity, HTS; in the data active = inhibition above about 17%;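 also: 0% = DMSO and 100% = reference inhibitor; many of its hits are not listed in these tables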
Target sequence (P53779 whole entry, looked up): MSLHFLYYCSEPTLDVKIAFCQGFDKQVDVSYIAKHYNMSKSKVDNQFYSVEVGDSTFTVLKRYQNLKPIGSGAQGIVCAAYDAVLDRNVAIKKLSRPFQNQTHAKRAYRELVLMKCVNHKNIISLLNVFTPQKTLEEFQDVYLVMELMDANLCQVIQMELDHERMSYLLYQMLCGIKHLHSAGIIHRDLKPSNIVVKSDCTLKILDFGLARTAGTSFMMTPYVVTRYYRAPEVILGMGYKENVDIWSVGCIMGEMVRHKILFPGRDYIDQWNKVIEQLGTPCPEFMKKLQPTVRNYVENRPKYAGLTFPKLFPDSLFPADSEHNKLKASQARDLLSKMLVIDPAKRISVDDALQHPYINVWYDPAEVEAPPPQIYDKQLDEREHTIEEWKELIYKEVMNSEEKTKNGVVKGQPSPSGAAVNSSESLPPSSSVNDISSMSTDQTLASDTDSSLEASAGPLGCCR
PKA inh – blocks human protein kinase A activity; P17612; PKA Kemptide phosphorylation, Kinase-Glo ATP luminescence; inhibition, % at 6 µM; 65,000 tested, 0.1% active; AID 524;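 active = inhibition above the screen-wide mean inhibition plus 3 SD, cut at about 21% in these data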; also: many of its hits are not listed in these tables
CatB inh – human cathepsin B inhibition; 63,000 tested, 0.1% active; P07858; purified cathepsin B, fluorogenic substrate, fluorescence; inhibition, %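 (tested at 10 µM)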; in the data active = inhibition above about 21%;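 also: 0% = enzyme with no compound and 100% = no enzyme blank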
ROCK2 blocker – blocks human Rho kinase 2 activity; 60,000 tested, 0.35% active; AID 604; inhibition, % at 6 µM; purified ROCK2, Kinase-Glo ATP depletion luminescence;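 active = inhibition above the screen-wide mean inhibition plus 3 SD, cut at about 18% in these data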;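 also: plate controls were DMSO wells for no effect and Y-27632 control wells after no-enzyme background subtraction for full effect; many of its hits are not listed in these tables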
Numbers without * were called inactive; ? = inconclusive; · = not tested or not shown. Not all compounds are listed. The share of hits here may be higher or lower than overall.

SMILES | RORa activator | Ec RNAP inh | CatB mixtures | CatS inh | AP ELISA ortho | JNK3 blocker | PKA inh | CatB inh | ROCK2 blocker
CC(C)CCN1CC(C(=O)NCc2ccc(F)cc2)CC1=O (stereo not given) | 12 | 2 | 7 | 0 | 19 | 0 | 8 | -7 | 2
Cc1nc(Cc2nnc(SCc3nc(N)nc(Nc4ccccc4C)n3)o2)cs1 | -15 | 2 | 3 | -7 | 19 | · | 0 | -2 | ·
CCN(CC)CCCN1C(=O)C(=O)/C(=C(/O)c2ccc3c(c2)OCO3)C1c1ccccn1 (stereo not given) | -10 | 7 | 3 | 11 | -7 | 4 | -5 | 6 | -2
COc1ccc2ncn(-c3ccccc3)c2c1 | -30 | 4 | 1 | 18 | -7 | 30* | 11 | 7 | -2
COc1ccc(-n2ncc3c(Nc4cccc(C)c4)ncnc32)cc1 | 30 | 5 | · | · | · | -5 | 4 | 2 | 6
Cn1c(=O)cc(SCC(=O)N2CCN(C(=O)c3ccco3)CC2)c2ccccc21 | -22 | 2 | 2 | 3 | 6 | -3 | 5 | -1 | 0
Cc1cccc(-n2ncc3c(NCc4ccccn4)ncnc32)c1 | 29 | 1 | 3 | 3 | 1 | 3 | 7 | 6 | 5
COc1ccccc1CNS(=O)(=O)c1cccc(S(=O)(=O)N2CCOCC2)c1 | -7 | 7 | 2 | -9 | -6 | -6 | -5 | 1 | -4
O=C(CC(=O)NCc1cccnc1)NCc1cccnc1 | 0 | 4 | 2 | -4 | -9 | 1 | 12 | 4 | 4
NC1=NC(c2cn(-c3ccccc3)nc2-c2cccs2)n2c(nc3ccccc32)N1 (stereo not given) | -8 | 3 | 4 | -8 | 13 | -1 | -2 | -4 | -4
Cc1cccc(N(C)S(=O)(=O)c2ccc3[nH]cc(C(=O)N4CCOCC4)c(=O)c3c2)c1 | -4 | 1 | 1 | -2 | 2 | -1 | 11 | 2 | 5
CCOC(=O)Cn1c(=O)c2c(nc(Br)n2CC(=O)OCC)n(C)c1=O | -9 | 13 | 3 | 25 | -5 | -3 | 3 | 6 | -3
O=C(Cc1ccc(F)cc1)OCC(=O)c1cc2ccccc2o1 | 0 | 10 | 1 | 6 | 11 | 4 | 4 | 4 | 6
CCC(Sc1nc(-c2ccccc2)c(C#N)c(=O)[nH]1)C(=O)Nc1cc(C)on1 (stereo not given) | 8 | 4 | 3 | 0 | 6 | -1 | 8 | 2 | 2
O=c1c(-c2ccccc2)n[nH]c2ccccc12 | 31 | 8 | -16 | -33 | 3 | 2 | 10 | 3 | 5
CCCCCn1c(=O)c(-c2nc3ccccc3c(=O)[nH]2)c(O)c2ccccc21 | -14 | 2 | -1 | -2 | 14 | 5 | 14 | 6 | 6
O=C(CSc1oc(-c2ccco2)nc1S(=O)(=O)c1ccccc1)NCC1CCCO1 (stereo not given) | -20 | 12 | -10 | 0 | -4 | -2 | 2 | 0 | 6
Cc1cc(NC(=O)CSc2nnc(C3CC3)n2C)no1 | -15 | 7 | -10 | 3 | 9 | -4 | -4 | 2 | -3
Cc1ccc(C(c2sc3nc(C)nn3c2O)N2CCN(c3ccc(F)cc3)CC2)cc1 (stereo not given) | -2 | 1 | 2 | -4 | 10 | -3 | 5 | 2 | 6
O=C(NCc1ccco1)C1CCCN1C(=O)NCc1ccccc1 (stereo not given) | -10 | 8 | 2 | 7 | 10 | 3 | 6 | 0 | 4
O=C(Cc1ccccc1)N1CCC(c2nc3ccccc3[nH]2)CC1 | 11 | 4 | 5 | 9 | -4 | -2 | 2 | -1 | 0
CCn1c(-c2ccc(N)cc2)nc2ccccc21 | 50* | 5 | 1 | 1 | 12 | 2 | 4 | 5 | 3
c1ccc(OCc2nnc3sc(C4COc5ccccc5O4)nn23)cc1 (stereo not given) | 10 | -2 | -2 | 2 | 5 | 7 | 4 | 2 | 1
CNC(=O)CC(C(=O)O)c1ccc(OCC(C)C)cc1 (stereo not given) | -9 | 6 | 2 | -1 | -2 | 2 | 6 | 1 | 2
Cc1cccc2cc(C(c3nnnn3C(C)(C)C)N3CCN(C(=O)c4ccco4)CC3)c(=O)[nH]c12 (stereo not given) | -14 | 15 | 8 | 9 | 3 | -8 | 3 | 2 | 7
CCCn1c(SCC(=O)Nc2cccc(C(=O)OC)c2)nnc1-c1cccnc1 | -17 | -4 | -3 | 3 | -2 | -5 | -8 | 0 | -2
CC(C)(C)NC(=O)C(c1ccccn1)N(C(=O)c1ccc2c(c1)OCCO2)C1CCCC1 (stereo not given) | 0 | 2 | 2 | -7 | 27 | -4 | 7 | -1 | 6
CCOCCCNS(=O)(=O)c1ccc(NC(=O)c2ccccc2)cc1 | -17 | 1 | 0 | -3 | 29 | -3 | 8 | -1 | 6
COc1cc2c(C(=O)NCCCOC(C)C)cn(CC(C)C)c(=O)c2cc1OC | 5 | 2 | 5 | 7 | 12 | 0 | 3 | -4 | 4
CCN1C(=O)c2cccc3c(S(=O)(=O)Nc4ccccn4)ccc1c23 | -23 | 8 | -2 | 15 | -6 | -8 | 8 | -3 | 5
CCC(C)NC(=O)c1c(N)n(/N=C/c2cccnc2)c2nc3ccccc3nc12 (stereo not given) | 27 | -5 | 0 | -5 | -23 | -6 | 9 | 0 | 2
O=C(Nc1cccc(F)c1)C1C2C=CC3(CN(CCCN4CCOCC4)C(=O)C13)O2 (stereo not given) | 0 | -5 | 4 | 8 | -9 | 4 | -3 | 0 | -1
O=C(NCc1ccc(F)cc1)c1cc2n(n1)C(C(F)(F)F)CC(C1CC1)N2 (stereo not given) | 64* | -2 | -8 | 4 | -7 | -3 | 4 | -1 | -5
CN(C)c1ccc(C(=O)Nc2ccc(S(=O)(=O)NC3=NCCCCC3)cc2)cc1 | 12 | 8 | 4 | 3 | 8 | · | 4 | 4 | ·
NC(=O)C1CC(O)CN1c1nc(CN2CCOCC2)nc2scc(-c3ccccc3)c12 (stereo not given) | -10 | 3 | 2 | -5 | 6 | 6 | 11 | -2 | 7
Cc1ccc(SCc2[nH]nc3c2C2(CCSCC2)C(C#N)=C(N)O3)cc1 | -11 | 14 | 2 | 16 | 8 | -3 | -3 | 11 | -2
Cc1ccnc(NC(=O)CCC(=O)N(CC(=O)NC2CCCCC2)c2ccc3c(c2)OCO3)c1 | -14 | 2 | 4 | 1 | -4 | 3 | 10 | -1 | 2
Cc1[nH]c(=O)[nH]c(=O)c1S(=O)(=O)NCCc1ccc(S(N)(=O)=O)cc1 | 7 | · | · | · | · | -3 | -1 | · | 6
COc1ccc2ccccc2c1CN1CCN(C)CC1 | 9 | 5 | -9 | -7 | 0 | -3 | 4 | 1 | 6
CCOC(=O)c1ccc(NC(=O)COc2ccccc2OC)cc1 | -14 | 15 | 2 | 1 | 4 | -7 | 5 | 2 | 6

At a glance, part of the list above.
SMILES | RORa activator | Ec RNAP inh | CatB mixtures | CatS inh | AP ELISA ortho | JNK3 blocker | PKA inh | CatB inh | ROCK2 blocker
O=C(Cc1ccccc1)N1CCC(c2nc3ccccc3[nH]2)CC1 | 11 | 4 | 5 | 9 | -4 | -2 | 2 | -1 | 0
CCn1c(-c2ccc(N)cc2)nc2ccccc21 | 50* | 5 | 1 | 1 | 12 | 2 | 4 | 5 | 3
c1ccc(OCc2nnc3sc(C4COc5ccccc5O4)nn23)cc1 (stereo not given) | 10 | -2 | -2 | 2 | 5 | 7 | 4 | 2 | 1
CNC(=O)CC(C(=O)O)c1ccc(OCC(C)C)cc1 (stereo not given) | -9 | 6 | 2 | -1 | -2 | 2 | 6 | 1 | 2
Cc1cccc2cc(C(c3nnnn3C(C)(C)C)N3CCN(C(=O)c4ccco4)CC3)c(=O)[nH]c12 (stereo not given) | -14 | 15 | 8 | 9 | 3 | -8 | 3 | 2 | 7
CCCn1c(SCC(=O)Nc2cccc(C(=O)OC)c2)nnc1-c1cccnc1 | -17 | -4 | -3 | 3 | -2 | -5 | -8 | 0 | -2
CC(C)(C)NC(=O)C(c1ccccn1)N(C(=O)c1ccc2c(c1)OCCO2)C1CCCC1 (stereo not given) | 0 | 2 | 2 | -7 | 27 | -4 | 7 | -1 | 6
CCOCCCNS(=O)(=O)c1ccc(NC(=O)c2ccccc2)cc1 | -17 | 1 | 0 | -3 | 29 | -3 | 8 | -1 | 6
COc1cc2c(C(=O)NCCCOC(C)C)cn(CC(C)C)c(=O)c2cc1OC | 5 | 2 | 5 | 7 | 12 | 0 | 3 | -4 | 4
CCN1C(=O)c2cccc3c(S(=O)(=O)Nc4ccccn4)ccc1c23 | -23 | 8 | -2 | 15 | -6 | -8 | 8 | -3 | 5
CCC(C)NC(=O)c1c(N)n(/N=C/c2cccnc2)c2nc3ccccc3nc12 (stereo not given) | 27 | -5 | 0 | -5 | -23 | -6 | 9 | 0 | 2
O=C(Nc1cccc(F)c1)C1C2C=CC3(CN(CCCN4CCOCC4)C(=O)C13)O2 (stereo not given) | 0 | -5 | 4 | 8 | -9 | 4 | -3 | 0 | -1
O=C(NCc1ccc(F)cc1)c1cc2n(n1)C(C(F)(F)F)CC(C1CC1)N2 (stereo not given) | 64* | -2 | -8 | 4 | -7 | -3 | 4 | -1 | -5
CN(C)c1ccc(C(=O)Nc2ccc(S(=O)(=O)NC3=NCCCCC3)cc2)cc1 | 12 | 8 | 4 | 3 | 8 | · | 4 | 4 | ·

(cont.)
SMILES | RORa activator | Ec RNAP inh | CatB mixtures | CatS inh | AP ELISA ortho | JNK3 blocker | PKA inh | CatB inh | ROCK2 blocker
N=C1C(c2ccccc2)=C(O)C2CCc3ccccc3N12 (stereo not given) | -7 | 1 | -2 | -1 | 4 | -2 | 5 | 2 | 3
COC(=O)c1ccc(/C=N/n2cnnc2)cc1 | 0 | 7 | 4 | 24 | -12 | 6 | 9 | 8 | 6
COc1cc(NC2=CC(=O)CC(C)(C)C2)cc(OC)c1 | -18 | 8 | 4 | ? | 0 | -5 | -2 | 6 | 0
Cn1c(=O)cc(NCCc2ccccc2)[nH]c1=O | 11 | 6 | 1 | -1 | -2 | -1 | -1 | 2 | 2
C#Cc1ccc(C(=O)Nc2cc(C(N)=O)ccc2N2CCOCC2)cc1 | -14 | -5 | -2 | 3 | -9 | -7 | -5 | -1 | -9
COc1ccccc1C(=O)Nc1ccc2c(c1)nc(CN1CCN(C(C)=O)CC1)n2C | -14 | 5 | 4 | -10 | 15 | 2 | 5 | 4 | 12
COc1ccc(NC(=O)COc2nc(N(C)C)nc(N(C)C)n2)cc1 | -23 | 13 | 2 | 12 | 1 | 5 | 8 | 4 | 6
Cc1nc2cc(NC(=O)NCc3ccco3)ccc2o1 | 8 | 4 | 1 | 14 | 3 | -1 | 2 | 2 | 7
O=C(c1cccc(Cl)c1)N1CCN(c2ccccn2)CC1 | -10 | 7 | 2 | 3 | 9 | 0 | 4 | -2 | 6
CC(C)c1nnc(NC(=O)CCC(=O)NCC2CCCO2)s1 (stereo not given) | -22 | · | -3 | -2 | 7 | 5 | 5 | 4 | 4
O=C(O)c1ccc(S(=O)(=O)Cc2ccccc2)cc1 | -1 | -2 | -1 | 17 | 5 | 5 | -2 | -1 | -6
COCC(C)n1c(C)cc(C(=O)COC(=O)c2oc3ccccc3c2C)c1C (stereo not given) | 13 | 13 | 4 | -5 | 7 | 3 | 9 | 6 | 6
Cc1ccc2[nH]c3c(N4CCCCCC4)ncnc3c2c1 | -78 | 10 | -1 | -3 | 8 | -1 | 5 | 3 | 8
CCc1nc(SCc2cccnc2)c2c(=O)n(C)c(=O)n(C)c2n1 | -2 | 9 | 4 | 1 | 8 | -1 | 4 | 4 | 3
CCCCCSc1nc2c(c(=O)[nH]c(=O)n2C)n1CCc1ccccc1 | -17 | -1 | 3 | -8 | 21 | -4 | 0 | 0 | -2
